RXFP1 agonist – RXFP1 (human) receptor agonism; HEK293T-RXFP1 cAMP TR-FRET, 30 min; response scale: percent of porcine relaxin response, buffer zero; 370,000 tested, 0.3% active; Q9HBX9; Potency, µM (doses to about 57.5 µM), inactives show at the highest dose activation, actives largely listed as activators; active = well fitted activation curve with a large enough effect; also: potency is read from the fitted curve at half-maximal effect; % is scaled to controls: 0 for no effect and ±100 for the full control effect; nearly all actives have a fitted effect of over 60% in size; many of its hits are not listed in these tables
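HEK293 cells stably expressing RXFP1, treated 30 min at 37C with compounds plus PDE4 inhibitor Ro 20174; cAMP measured by HTRF TR-FRET. Normalized to buffer and 29 nM porcine relaxin; EC50 by Hill fit.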
RXFP1 antagonist – RXFP1 (human) relaxin receptor antagonism; 350,000 tested, 0.59% active; Q9HBX9; activity change, negative = inhibition, % at 57.5 µM; HEK293-RXFP1, relaxin-stimulated cAMP HTRF, 30 min; stronger effect = lower value;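 active = activity change of -60% or lower, but not beyond a set lower limit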; also: % is scaled to controls: 0 for no effect and ±100 for the full control effect
D1 potentiator – enhances dopamine response at the human D1 receptor; 360,000 tested, 0.036% active; potentiation, % at 10 µM; P21728; HEK293 TREx D1 cells, calcium flux, dopamine EC20 potentiation; in the data active = potentiation above about 30%; also: 0% is about no effect
Target sequence (P21728 whole entry, looked up): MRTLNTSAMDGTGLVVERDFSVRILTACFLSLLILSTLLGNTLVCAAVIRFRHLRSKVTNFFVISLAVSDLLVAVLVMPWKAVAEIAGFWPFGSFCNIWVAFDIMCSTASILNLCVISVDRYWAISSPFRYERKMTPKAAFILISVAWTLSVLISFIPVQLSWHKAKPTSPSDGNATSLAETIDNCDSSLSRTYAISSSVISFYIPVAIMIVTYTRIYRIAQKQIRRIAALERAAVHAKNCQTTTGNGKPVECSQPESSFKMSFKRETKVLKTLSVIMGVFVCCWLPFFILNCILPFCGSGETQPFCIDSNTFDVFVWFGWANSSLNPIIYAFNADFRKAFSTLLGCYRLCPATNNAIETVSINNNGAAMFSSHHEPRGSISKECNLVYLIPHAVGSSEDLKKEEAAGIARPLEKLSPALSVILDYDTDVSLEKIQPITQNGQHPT
D2 antagonist – D2 dopamine receptor (human) antagonism | inhibition, % at 10 µM | P14416 | 340,000 tested, 2% active | AID 485344 | HEK293 TREx D2 cells, calcium flux, dopamine EC80; in the data active = inhibition above about 30%; also: 0% is about no effect
Target sequence (P14416 whole entry, looked up): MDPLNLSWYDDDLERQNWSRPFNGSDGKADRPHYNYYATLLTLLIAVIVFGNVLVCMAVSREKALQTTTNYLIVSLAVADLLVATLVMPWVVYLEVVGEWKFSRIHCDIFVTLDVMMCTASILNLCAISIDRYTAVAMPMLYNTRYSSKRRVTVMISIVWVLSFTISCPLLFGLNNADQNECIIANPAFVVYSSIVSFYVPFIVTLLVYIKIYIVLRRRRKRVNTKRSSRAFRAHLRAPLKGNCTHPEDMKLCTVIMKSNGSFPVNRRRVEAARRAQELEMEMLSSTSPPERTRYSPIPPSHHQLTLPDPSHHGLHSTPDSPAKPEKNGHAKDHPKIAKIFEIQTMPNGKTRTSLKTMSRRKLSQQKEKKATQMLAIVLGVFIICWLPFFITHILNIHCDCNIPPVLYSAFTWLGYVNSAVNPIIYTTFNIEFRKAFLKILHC
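Overnight-induced (tetracycline, 30 C) HEK293 T-REx cells carrying force-coupled D2 receive a no-wash calcium dye, then compound, then EC80 dopamine at 180 s; signals are read kinetically throughout.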
D2 PAM – positively modulates the human D2 dopamine receptor allosterically | P14416 | HEK293 T-REx D2, calcium flux, EC20 dopamine potentiation | potentiation, % at 10 µM | 340,000 tested, 0.34% active | AID 485347;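 active = potentiation over 3 SD above the plate norm, cut at about 30% in these data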; also: 0% is about no effect
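Calcium flux readout, no-wash dye, 1 read/s. Inducible HEK293 Trex D2 line, overnight 30 C. Compound alone 180 s (agonist flags), then EC20 dopamine, another 180 s to score potentiation.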
D1 agonist – activates the human D1 dopamine receptor; HEK293 T-REx D1 cells, calcium flux, agonist mode; AID 504660; P21728; activation, % at 2 µM; 360,000 tested, 1% active; in the data active = activation above about 30%; also: 0% is about no effect
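Inducible HEK293 T-REx D1 cells, force-coupled to calcium signalling, were plated at 4000 cells/well with tetracycline and held overnight at 30 C. After no-wash calcium dye loading, compound-evoked calcium rise over 180 s flagged agonists.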
D2 agonist – activates the human D2 dopamine receptor. AID 485358. HEK293 T-REx D2 cells, calcium flux agonist mode. 340,000 tested, 0.53% active. activation, % at 2 µM;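 active = activation over 3 SD above normal in the single-dose calcium agonist read, cut at about 30% in these data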; also: 0% is about no effect
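Agonism is scored from calcium flux in a force-coupled, inducible HEK293 cell line expressing D2, read kinetically for 180 s after compound addition against dopamine controls.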
TRHR PAM – allosterically enhances the human TRH receptor; 360,000 tested, 0.66% active; P34981; TRHR cells, fluo-8 calcium fluorescence, EC20 TRH enhancement; AID 493056; enhancement, % at 2 µM; in the data active = enhancement above about 30%; also: 0% is about no effect
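Enhancer read-out: after compound pinning and an initial kinetic agonist-mode read, an EC20 of TRH (10 nM final) was injected and fluo-8 calcium signal (Ex 480/Em 530) followed at 1 s/cycle for 100 cycles in TRHR-expressing cells.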
D1 antag – human D1 dopamine receptor antagonism; P21728; HEK293 TREx D1 cells, calcium flux, dopamine EC80; stronger effect = lower value; activity change, negative = inhibition, % at 10 µM; 360,000 tested, 3.2% active; in the data active = activity change below about -30%; also: % is scaled to controls: 0 for no effect and ±100 for the full control effect
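Using tetracycline-induced force-coupled D1 Hek293 cells and a calcium dye, signals were followed for 180 s after compound, then for 180 s after EC80 dopamine, to detect inhibitors.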
* marks the source's active call; other numbers are inactive results; · = no result given; & = joins results of further samples.

nr | SMILES | RXFP1 agonist | RXFP1 antagonist | D1 potentiator | D2 antagonist | D2 PAM | D1 agonist | D2 agonist | TRHR PAM | D1 antag
1 | COCCN(C(=O)COC(=O)c1cc(C)n(-c2ccccc2)c1C)c1c(N)n(Cc2ccccc2)c(=O)[nH]c1=O | -0.1% | -12 | -12 | -21 | -4 | 3 | 0.1 | 5 | -11
2 | COc1ccc(C)cc1N1CC(C(=O)Nc2ccccc2N2CCCCC2)CC1=O (stereo not drawn) | -0.1% | -2 | 1 | 11 | -3 | 0 | -0.2 | 1 | 12
3 | O=[N+]([O-])c1ccc(S(=O)(=O)NCCS(=O)(=O)N2CCN(c3ccccc3)CC2)cc1 | 0.3% | -2 | -13 | · | · | 23 | · | -9 | -29
4 | Cn1cccc1C(C#N)(CC#N)c1cccc(F)c1C#N (stereo not drawn) | 0.7% | -13 | 1 | -1 | 3 | 9 | -0.6 | 2 | 7
5 | CCOC(=O)C1CCN(C(=O)c2cc(S(=O)(=O)N3CCCCC3)ccc2C)CC1 | 1.8% | -8 | 9 | -11 | 10 | 4 | 0.7 | -4 | -9
6 | COc1ccc(NC(=O)c2cc(C)no2)cc1Cl | 0.6% | -3 | -3 | -10 | 12 | 1 | 0.1 | -5 | 1
7 | Cc1ccccc1CC(=O)NC1CCCc2ccccc21 (stereo not drawn) | -0.9% | -2 | 0 | -2 | 8 | 2 | -1.7 | -6 | -11
8 | CCc1cccc(CC)c1NC(=O)CSc1nnc(C(C)C)n1CC | -0.6% | 0 | 0 | -2 | -1 | 2 | -0.9 | -12 | 6
9 | O=C(O)C1CCCN1S(=O)(=O)c1cccs1 (stereo not drawn) | -1.6% | · | 5 | 3 | -6 | 6 | 0.4 | 2 | -4
10 | CCc1ccc(NC(=O)Cn2c(=O)c3cccn3c3ccccc32)cc1 | 2.7%&-1.0% | 5&0 | -2&-2 | -1 | 5 | 5&2 | 4.8&0.6 | -3&-7 | 1&6
11 | O=C(c1cnn2c(C(F)F)cc(C3CC3)nc12)N1CCc2ccccc2C1 | 2.7% | 5 | 1 | 7 | -7 | 4 | -0.1 | 2 | -9
12 | CC(=O)c1cccc(NC(=O)NCc2ccc3c(c2)OCO3)c1 | 2.4% | -2 | 11 | 12 | 5 | 1 | -0.2 | -2 | 3
13 | CCc1nc(NCCC(C)C)c(C#N)c2c1CCCC2 | 1.2% | -14 | 2 | -8 | 2 | 2 | -1.3 | -2 | -1
14 | O=C(c1cc(-c2ccc(F)cc2)no1)N1CCN(Cc2ccc3c(c2)OCO3)CC1 | 0.0% | -20 | -4 | · | -6 | 7 | · | -6 | -22
15 | CCS(=O)(=O)N1CCC(C(=O)NCCc2ccc(C)cc2)CC1 | 0.1% | -12 | -1 | -16 | 16 | 3 | -2.1 | 6 | -3
16 | CCOC(=O)Nc1csnn1 | -1.1% | -17 | 1 | -13 | -6 | 3 | 0.6 | 6 | -14
17 | CCC(C)NC(=O)Cn1ccc2cc(S(=O)(=O)N3CCCCC3)ccc21 (stereo not drawn) | 0.1% | -2 | -6 | · | -10 | 1 | · | -5 | -5
18 | O=C(NC(=S)N1CCN(Cc2ccccc2)CC1)c1cccnc1 | -0.2% | 5 | -3 | -3 | 9 | -1 | 1.2 | -5 | -1
19 | COC(=O)c1ccccc1N=Nc1c(C)[nH][nH]c1=O | 1.2% | -5 | -8 | -11 | 0 | -1 | 0.0 | 2 | 10
20 | COc1ccc(-c2ccc(SCC(=O)Nc3cccc(C(C)=O)c3)nn2)cc1OC | 4.3% | -28 | -1 | -8 | 14 | 1 | -0.5 | 10 | -5
21 | CCOC(=O)C1CCCN(C(=O)c2cc3cc4ccc(OC)cc4nc3o2)C1 (stereo not drawn) | 0.5% | -5 | 1 | 4 | -6 | 0 | -1.8 | 7 | -3
22 | Cc1cccc(C)c1NC(=O)CN(C)C(=O)[C@H](C)NC(=O)c1ccco1 | 0.4% | 6 | 7 | -9 | 0 | 4 | 0.4 | -3 | -80*
23 | Cc1ccc(CN(Cc2cccnc2)C(=O)CN2C(=O)COc3ccccc32)o1 | 0.6% | 9 | 3 | -5 | 3 | 2 | -0.3 | -2 | -4
24 | CC(=O)Nc1ccc(S(=O)(=O)NCc2cn3ccsc3n2)cc1 | 0.6% | 10 | -1 | -2 | -13 | -1 | -0.4 | -4 | 6
25 | Cc1ccc(NC2c3ccccc3C(=O)N2c2cccnc2)cc1 (stereo not drawn) | -1.0% | -8 | -3 | 5 | 0 | 1 | -0.3 | -1 | 0
26 | CC(CCc1ccccc1)NC(=O)CSc1ccccc1 (stereo not drawn) | 2.5% | -3 | -4 | 6 | -1 | 3 | -0.3 | -5 | 4
27 | CCN(CC)c1ccc(NC(=O)c2ccc3c(c2)OCO3)c(C)c1 | 0.3% | -10 | -6 | · | 8 | 4 | · | -3 | -41*
28 | NC(=S)N1CCCc2ccccc21 | 0.0% | 4 | 2 | -5 | 0 | 2 | 0.3 | 26 | -15
29 | Cc1onc(-c2ccc3c(c2)OCO3)c1-c1ccc2[nH]ccc2c1 | -4.3% | · | -8 | 23 | 0 | 1 | -1.7 | 11 | -10
30 | Cc1nnc(SCC(=O)N2CCN(C(=O)c3ccco3)CC2)n1C | 2.8% | -2 | · | -16 | -4 | 10 | 1.1 | 5 | 4

In the list so far, these have fluorine.
nr | SMILES | RXFP1 agonist | RXFP1 antagonist | D1 potentiator | D2 antagonist | D2 PAM | D1 agonist | D2 agonist | TRHR PAM | D1 antag
4 | Cn1cccc1C(C#N)(CC#N)c1cccc(F)c1C#N (stereo not drawn) | 0.7% | -13 | 1 | -1 | 3 | 9 | -0.6 | 2 | 7
11 | O=C(c1cnn2c(C(F)F)cc(C3CC3)nc12)N1CCc2ccccc2C1 | 2.7% | 5 | 1 | 7 | -7 | 4 | -0.1 | 2 | -9
14 | O=C(c1cc(-c2ccc(F)cc2)no1)N1CCN(Cc2ccc3c(c2)OCO3)CC1 | 0.0% | -20 | -4 | · | -6 | 7 | · | -6 | -22

(more compounds)
nr | SMILES | RXFP1 agonist | RXFP1 antagonist | D1 potentiator | D2 antagonist | D2 PAM | D1 agonist | D2 agonist | TRHR PAM | D1 antag
31 | O=C(ONC1=NCCCCC1)c1ccc([N+](=O)[O-])cc1 | -0.3% | 12 | -3 | -14 | 7 | 1 | 0.2 | 5 | -2
32 | CC1CC(C)CN(CCCNC(=O)Cc2c(C(=O)O)[nH]c3ccccc23)C1 (stereo not drawn) | 0.6% | -7 | -2 | -11 | 0 | 2 | 0.0 | 2 | -1
33 | CCN(CC)C(=O)c1[nH]cnc1C(=O)N[C@@H](C)c1ccccc1 | 0.7% | · | -2 | -2 | 20 | -1 | 0.4 | 6 | 15
34 | O=C(Nc1nc2c(c(=O)[nH]1)CCCC2)C1CC1 | -1.4% | 1 | 12 | 22 | -27 | 8 | 0.8 | 16 | -2
35 | CCOC(=O)C1CCCN(C(=O)c2cc(S(=O)(=O)N3CCCCC3)ccc2C)C1 (stereo not drawn) | -1.7% | -5 | -6 | 23 | -4 | 4 | -0.9 | -3 | 3
36 | Cc1cc(=O)[nH]c(SCc2nc3ccccc3n2Cc2ccccc2)n1 | 4.0% | -1 | 0 | -32 | -5 | 2 | 0.5 | -1 | -3
37 | Cc1cc(=O)oc2c(C)c3occc3cc12 | 1.3% | -4 | -3 | -8 | 0 | 0 | -2.7 | -2 | -14
38 | CCN=C1SC(C(=O)Nc2ccc(OC)cc2)CC(=O)N1CC (stereo not drawn) | -0.8% | -11 | -6 | -5 | -3 | 2 | -0.2 | 14 | -15
39 | N/C(=N\OC(=O)c1cccc(Br)c1)c1ccc(Br)cc1 | 0.7% | 0 | -5 | 7 | -5 | 2 | -0.5 | -3 | 13
40 | O=C(CN1CCN(c2ccccc2F)CC1)c1ccc2c(c1)OCO2 | 0.1% | -5 | -5 | 29 | -18 | 3 | 34* | -4 | 5
41 | CCC(OC(=O)c1cccs1)C(=O)NCc1ccc(C)cc1 (stereo not drawn) | 1.2% | -3 | 0 | -2 | -1 | 3 | 0.8 | 2 | -12
42 | Cc1noc(C)c1COc1ccccc1C(=O)NCc1ccccc1Cl | 0.8% | -2 | -3 | 9 | -3 | 1 | 1.1 | -5 | 3
43 | CCN(Cc1ccccc1)C(=O)Cn1cc(S(=O)(=O)Cc2cccc(Cl)c2)c2ccccc21 | 3.0% | -9 | -1 | · | -4 | 4 | 1.3 | -6 | -14
44 | Cc1cc(C)c(NC(=S)N(Cc2cccnc2)Cc2ccco2)c(C)c1 | 0.8% | 12 | -1 | -23 | 11 | -1 | 3.0 | 6 | -3
45 | CCCCn1c(N)c(N(CCOC)C(=O)c2sc3cc(F)ccc3c2Cl)c(=O)[nH]c1=O | 1.8% | 24 | -2 | · | · | 1 | · | -4 | -8
46 | Cn1cccc1C(=O)C(=O)Nc1ccccc1 | 0.4% | -4 | -6 | 9 | 3 | 0 | -0.7 | -4 | -12
47 | Cc1cc(C)c(NS(=O)(=O)c2c(C(=O)N3CCOCC3)c(C)n(C)c2C)c(C)c1 | 2.8% | 6 | 2 | 19 | -8 | 1 | -0.8 | -3 | -7
48 | COc1ccccc1N1CN(Cc2ccccc2)CNC1=S | -1.4% | 4 | 0 | -10 | -2 | 1 | -0.1 | 1 | 11
49 | O=C(COc1ccccc1)Nc1cccc(-c2nc3ccccc3[nH]2)c1 | 1.9% | -9 | 0 | -9 | -12 | 2 | -2.1 | 0 | -3
50 | Nc1nc(/C=C/c2ccc(F)cc2)nc(-c2ccccc2O)n1 | 5.1% | · | -3 | 6 | 11 | 3 | 0.6 | -4 | -4
51 | O=C(Cc1c(F)cccc1Cl)N1CCN(S(=O)(=O)c2cccs2)CC1 | 2.2% | -2 | -1 | -36 | 6 | 1 | 0.1 | 1 | 27
52 | O=C(Oc1ccc(Br)cc1C(=S)N1CCCCC1)c1cc([N+](=O)[O-])cc([N+](=O)[O-])c1 | -0.2% | 34 | -2 | -11 | -12 | -2 | -1.2 | -4 | 6
53 | COc1ccc(OC)c(-n2c(SCC(=O)Nc3cccc(S(N)(=O)=O)c3)nc3ccccc3c2=O)c1 | -0.1% | -6 | -5 | -5 | -4 | 5 | 0.5 | -7 | -6
54 | COCC(=O)Oc1c(S(=O)(=O)c2ccc(C)cc2)c(C)nn1-c1ccccc1 | -0.6% | -2 | -5 | -3 | 17 | 2 | -0.5 | 0 | -2
55 | COc1cccc(CN2CC(C(=O)NCCN3CCOCC3)CCC2=O)c1 (stereo not drawn) | 1.6% | -6 | -2 | 6 | 4 | 4 | 0.3 | 1 | 1
56 | CCOC(=O)c1cc(-c2ccccc2)n(-c2cccc(C(=O)Nc3cccc(SC)c3)c2)c1C | 1.3% | -21 | -2 | · | 4 | 4 | · | -1 | 1
57 | Oc1ccc(N=Nc2ccc(Br)cc2)c(O)c1 | 4.8% | -10 | -6 | · | · | 2 | · | -5 | -18

Screening data from PubChem BioAssay.

Only part of the results is shown; the hit share may differ from the screen's.
